ARNT-TACC3 inh: disruptors of ARNT/TACC3 protein interaction, primary screen, biochemical, AlphaScreen, single concentration; Transforming acidic coiled-coil-containing protein 3 (Homo sapiens), Q9Y6A5; AlphaScreen His-ARNT PAS-B/GST-TACC3 binding, luminescence; TACC3 fragment carries E629A point mutation; inhibition, % at 9.99 µM; actives 0.66% (n = 390,000); AID 623870, 2012;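 active = mean inhibition of replicates at least 50% and at least half of replicates each reaching 50%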;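 also: 0% = complete ARNT plus TACC3 wells and 100% = ARNT alone without TACC3; many hits fall short of the cut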
GSIS activator: GLuc luminescence reporter in INS-1E cells, primary screen for activators of glucose-dependent secretion of insulin; actives 0.61% (n = 370,000); INS-1E GLuc reporter insulin secretion, 2-3 h; activation, % at 16.6 µM;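 active = lowest replicate activation of at least 40%, so every replicate reaches that level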;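 also: 0% = median of neutral control wells and 100% = median of IBMX positive control wells; some compounds called inactive have numbers as strong as hits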
PGC1a acetyl inh: inhibitors of PGC1a acetylation signal, primary screen, cell-based, U2OS, AlphaScreen, inhibitor mode | AlphaScreen anti-acetyl-lysine; with virally co-expressed GCN5 acetyltransferase | inhibition, % at 15.6 µM | actives 0.17% (n = 350,000) | AID 651687, 2012;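 active = every replicate shows inhibition of at least 40%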;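 also: 0% = neutral control wells and 100% = positive control wells; some results beyond the cut were filed as inactive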
PglD DTNB: C. jejuni PglD acetyltransferase inhibitors, primary screen, biochemical, DTNB colorimetric, single point; purified PglD enzyme, DTNB colorimetric CoA detection; inhibition, % at 12.5 µM; actives 0.098% (n = 360,000); AID 602405, 2012; in the data active = inhibition above about 16%, passing the limit was not always enough; also: strong numbers were not always called active
PAX8 inh HTS: inhibitors of PAX8-driven TPO luciferase reporter, primary screen, RMG-I cells, single concentration; SteadyGlo, 24 h; inhibition, % at 12.6 µM; actives 1.2% (n = 360,000);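 active = mean replicate inhibition at least 60% with every replicate also reaching 60%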;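 also: luciferase light reporting Pax8 driven TPO promoter activity; plate controls were median of neutral control wells for no effect and mitoxantrone controls for full effect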
C2C12 statin: suppressors of statin myotoxicity in C2C12 myotubes, primary screen, cell-based, single point, plate reader. C2C12 myotubes + simvastatin, ATP luminescence, 48 h; scaled: DMSO 0, geranylgeraniol control 100. rescue of ATP level, % at 7.49 µM. actives 0.78% (n = 330,000). AID 602340, 2012;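 active = mean ATP rescue above about 67%, or every replicate alone reaching that limit, limit read from the data, passing the limit was not always enough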;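 also: myotubes were challenged with 10 µM simvastatin during compound exposure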
Cneo AK release: Cryptococcus neoformans cell lysis inducers, primary screen, AK release luminescence, single concentration | C. neoformans lysis, adenylate kinase release luminescence, 4 h; normalised: neutral wells 0, clomiphene wells 100 | lysis activity, % at 15 µM | actives 0.2% (n = 360,000) | AID 651654, 2012;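 active = mean lysis activity across replicates of at least 80%, whatever share of replicates individually reach that level; inactive = mean lysis activity below 80%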
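Schedule: static 4 h at 37 °C with compound, 1 h detection; system: C. neoformans cells; benchmarks: Clomiphene as positive control; buffer or medium: fresh YPD medium; measure: luminescence rise reflecting yeast cell lysis; measured by: luminescent adenylate kinase detection reagent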
LGR2 antag: inhibitors of bursicon-induced LGR2 CRE-luciferase signal, primary screen, cell-based, HEK293, CRE-luciferase reporter, bursicon stimulation; Drosophila bursicon receptor LGR2 (rickets); bursicon-stimulated, 4 h; inhibition, % at 9.99 µM; actives 0.35% (n = 380,000);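 active = drop in luminescence signal, shown as inhibition above about 50% in the replicate tests, limit read from the data, passing the limit was not always enough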;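 also: agonist challenge used bursicon conditioned medium at about half maximal strength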
* marks the source's active call; other numbers are inactive results; x = no result given; & = joins results of further samples.

Start of the data: the first 14 compounds, to show the layout:
Results follow in this order: ARNT-TACC3 inh, GSIS activator, PGC1a acetyl inh, PglD DTNB, PAX8 inh HTS, C2C12 statin, Cneo AK release, LGR2 antag
1	COc1ccc(CN(C)C[C@H]2Oc3ccc(NC(=O)c4ccncc4)cc3CC(=O)N([C@@H](C)CO)C[C@H]2C)cc1
 : -5, -5, -4, -5, -9, 18, 2, -16
2	Cn1ncc(N=Cc2ccccc2O)c1C(=O)Nc1ccccc1
 : -4, x, 2, 2, x, 118*, 1, x
3	C=CCC1(/C=N/O)CCOC(C)(C)C1 (stereo unspecified)
 : -1, -3, 4, x, 20, x, x, 11
4	Cc1ccc(-c2cnn3c(N4CCOCC4)cc(C)nc23)cc1
 : 0, -7, 0, 5, -90, 6, -12, 10
5	CCC(=O)Nc1cccc(NC(=S)NC(=O)c2cc3ccccc3o2)c1
 : -8, 2, 9, x, -156, x, x, x
6	COc1ccccc1N1CCN(CC(=O)NCc2ccc(Cl)cc2)CC1
 : 1, -3, x, 1, -22, 18, -1, 3
7	O=[N+]([O-])c1ccc(Oc2cccnc2)c([N+](=O)[O-])c1
 : -5, -6, 9, x, 64*, 1, x, 10
8	COC(=O)c1cc(CNC(=O)c2ccc(S(=O)(=O)N(C)c3ccccc3)cc2)ccc1OC
 : -3, -17, -9, 2, 4, -3, -1, 11
9	COc1ccc(C(=O)Nc2nc(C)c(C)s2)cc1OC
 : 1, 13, -17, x, x, x, x, -71
10	CCOC(=O)/C(=C\c1ccccc1)C(=O)c1cc(C(C)=O)c(Nc2ccccc2)s1
 : 7, x, 9, 4, x, 33, -1, x
11	COc1ccccc1-c1noc(CCCC(=O)NC2CCCC2)n1
 : -1, 18, x, 3, 4, -3, 4, -17
12	Clc1ccc(-c2c[n+](Cc3ccc(Br)cc3)c3n2CCCCC3)cc1
 : 2, -28, x, x, 35, x, x, 2
13	Cc1ccc(Cn2c(SCC(=O)NCC3CCCO3)nc3ccsc3c2=O)cc1 (stereo unspecified)
 : 24, -7, -2, x, 9, x, x, -1
14	COc1ccc(CNc2nc3c(c(=O)n(Cc4ccc(Br)cc4)c(=O)n3C)n2C)cc1
 : 8, x, -8, 3, 84*, 98*, -12, x

Main list (from the top)
Results follow in this order: ARNT-TACC3 inh, GSIS activator, PGC1a acetyl inh, PglD DTNB, PAX8 inh HTS, C2C12 statin, Cneo AK release, LGR2 antag
1	COc1ccc(CN(C)C[C@H]2Oc3ccc(NC(=O)c4ccncc4)cc3CC(=O)N([C@@H](C)CO)C[C@H]2C)cc1
 : -5, -5, -4, -5, -9, 18, 2, -16
2	Cn1ncc(N=Cc2ccccc2O)c1C(=O)Nc1ccccc1
 : -4, x, 2, 2, x, 118*, 1, x
3	C=CCC1(/C=N/O)CCOC(C)(C)C1 (stereo unspecified)
 : -1, -3, 4, x, 20, x, x, 11
4	Cc1ccc(-c2cnn3c(N4CCOCC4)cc(C)nc23)cc1
 : 0, -7, 0, 5, -90, 6, -12, 10
5	CCC(=O)Nc1cccc(NC(=S)NC(=O)c2cc3ccccc3o2)c1
 : -8, 2, 9, x, -156, x, x, x
6	COc1ccccc1N1CCN(CC(=O)NCc2ccc(Cl)cc2)CC1
 : 1, -3, x, 1, -22, 18, -1, 3
7	O=[N+]([O-])c1ccc(Oc2cccnc2)c([N+](=O)[O-])c1
 : -5, -6, 9, x, 64*, 1, x, 10
8	COC(=O)c1cc(CNC(=O)c2ccc(S(=O)(=O)N(C)c3ccccc3)cc2)ccc1OC
 : -3, -17, -9, 2, 4, -3, -1, 11
9	COc1ccc(C(=O)Nc2nc(C)c(C)s2)cc1OC
 : 1, 13, -17, x, x, x, x, -71
10	CCOC(=O)/C(=C\c1ccccc1)C(=O)c1cc(C(C)=O)c(Nc2ccccc2)s1
 : 7, x, 9, 4, x, 33, -1, x
11	COc1ccccc1-c1noc(CCCC(=O)NC2CCCC2)n1
 : -1, 18, x, 3, 4, -3, 4, -17
12	Clc1ccc(-c2c[n+](Cc3ccc(Br)cc3)c3n2CCCCC3)cc1
 : 2, -28, x, x, 35, x, x, 2
13	Cc1ccc(Cn2c(SCC(=O)NCC3CCCO3)nc3ccsc3c2=O)cc1 (stereo unspecified)
 : 24, -7, -2, x, 9, x, x, -1
14	COc1ccc(CNc2nc3c(c(=O)n(Cc4ccc(Br)cc4)c(=O)n3C)n2C)cc1
 : 8, x, -8, 3, 84*, 98*, -12, x
15	CC(C)[C@H](NC(=O)C1CC(=O)N(c2ccc(F)cc2)C1)C(=O)N1CCCCC1 (stereo partly specified)
 : -4, 17, -9, -2, -9, 10, 3, 10
16	COc1ccccc1N1CCN(S(=O)(=O)c2ccccc2F)CC1
 : 7, -3, -14, 4, x, -1, -1, 11
17	CCc1ccccc1N(C(=O)c1snc(C(N)=O)c1N)C(C(=O)NCC1CCCO1)c1ccc(N(C)C)cc1 (stereo unspecified)
 : 4, -4, 0, 5, 5, 3, 4, 12
18	CCc1cnc(N2[C@@H](C#N)[C@@H](c3ccccc3)[C@@H]2CO)s1
 : 4, 3, 4, 0, -21, -10, 0, 10
19	COCCn1ccc2c(OCC(=O)NCc3ccc(C)cc3)cccc2c1=O
 : -4, 0, x, -3, -4, 2, -1, 3
20	C[C@H](NC(=O)[C@@H]1[C@@H](CO)[C@@H]2Cn3c(cccc3=O)[C@@H]2N1CCC(F)(F)F)c1ccccc1
 : -6, 8, 0, -13, 3, -6, -5, -9
21	CN(CC(=O)Nc1ccccc1Cl)C1CCCCC1
 : -2, 0, x, 1, -2, 1, 0, -6
22	CC(O)(c1cccnc1)c1nc(-c2ccc3ccccc3c2)cs1 (stereo unspecified)
 : x, -5, 3, 22*, -49, 9, -4, -50
23	CC(C)C(=O)Nc1ccc(C(=O)Nc2nnc(C(C)(C)C)s2)cc1
 : 2, 9, -21, x, -3, x, x, -7
24	COC(=O)Cn1c(O)c(N=NC(=O)OC)c2ccccc21
 : 21, -6, -1, 4, 9, -1, 11, 4
25	Cc1ccc[n+](-c2[nH]c(=O)sc2/C=N/N=C(\[O-])CCn2c3ccccc3c3ccccc32)c1
 : -14, x, -8, 2, -8, x, 4, x
26	CC(C)c1nnc(NC(=O)CCC(=O)N2CCN(Cc3ccc(F)cc3)CC2)s1
 : 7, 6, 9, 4, -7, 8, 1, 1
27	C[C@H](CO)N1C[C@H](C)[C@H](CN(C)S(=O)(=O)c2ccccc2)Oc2ncc(-c3ccncc3)cc2C1=O
 : 1, 3, 5, 0, 9, -12, -1, 8
28	COc1ccc(S(=O)(=O)N2CCCC2CNC(=O)C(=O)NC2CCCC2)cc1 (stereo unspecified)
 : x, x, -25, -1, -2, 26, 2, 21
29	N#C[C@H]1[C@H](c2ccc(-c3ccccc3)cc2)[C@H](CO)N1C(=O)Cc1ccncc1
 : 0, -2, 13, 1, 14, 8, -1, 2
30	O=c1cc(-c2ccc(C3CCCCC3)cc2)[nH][nH]1
 : -1, -1, -14, x, -32, x, x, -24
31	Clc1ccccc1-c1nnc2n1CCCCC2
 : 8, -7, -1, 3, -5, x, 7, -6
32	CCOC(=O)c1cnc2c(-c3ccccc3)c(-c3ccccc3)nn2c1C
 : -6, -5, 2, 7, 23, -4, -1, -11
33	COc1ccc(C=O)cc1C1=CC(=O)C[C@H](c2ccc(Cl)cc2)C1
 : 5, 20, 4, 2, 25, -5, 8, 27
34	O=C(CCc1nc2ccccc2s1)N1CCN(S(=O)(=O)c2cccs2)CC1
 : 1, x, -2, -2, 6, -17, 1, x
35	CO[C@@H]1CC[C@@H]2CCN(C)C(=O)C[C@H](c3ccccc3)CN(C)C(=O)c3cccc(C#N)c3OC[C@@H]1O2
 : -9, 4, x, 0, 4, -4, 8, 16
36	COc1ccc(OC)c(/C=C(\C)C(=O)c2c(C)cc(C)[nH]c2=O)c1
 : 1, x, -6, 0, 15, x, 2, x
37	COc1ccccc1-c1cn(CC[C@@H]2CC[C@H](NC(=O)C3CCOCC3)[C@@H](CO)O2)nn1
 : -16, 1, -5, -4, 2, -5, -2, -3
38	Cc1ccc(S(=O)(=O)N2C[C@@H]3N[C@H](C2)C3c2ccc(-c3ccncc3)cc2)cc1 (stereo partly specified)
 : x, 13&9, 1&-4, x, -2&-5, x, x, 4&-14
39	CCNC(=O)[C@H]1[C@H](CO)[C@H]2Cn3c(ccc(-c4ccccc4)c3=O)[C@H]2N1Cc1cccnc1
 : 7, 2, x, 2, x, 18, 1, 0
40	CC1(C)CC(OC(=O)c2ccco2)CC(C)(C)N1O
 : -6, x, 2, 6, x, 5, 1, x
41	CCc1sc(C(=O)N(CCOC)c2c(N)n(Cc3ccccc3)c(=O)[nH]c2=O)cc1C
 : x, -1, 0, 5, -3, -3, -1, 8
42	COc1ccccc1-n1c(SCC(=O)NC(C)(C)C)nc(O)c(Cc2ccccc2)c1=O
 : -3, x, -13, -3, x, x, 3, x
43	Cc1cc(N2C(=O)C(=O)/C(=C(/O)c3ccc(F)cc3)C2c2ccc(F)cc2)no1 (stereo unspecified)
 : x, -2, -2, 1, x, x, -1, x
44	N/C(=N\OC(=O)c1ccc(Cl)cc1)c1nonc1N
 : -4, 4, 10, 2, x, 8, -9, -49
45	O=C1c2ccccc2CCC12N=NCC2c1ccc(Cl)cc1 (stereo unspecified)
 : x, x, -11, -3, x, -8, -6, x
46	Cc1ccc(CN2CCN(/N=C/c3ccc(N(C)C)cc3)CC2)cc1
 : 9, 3, 5, -2, -2, x, 0, -24
47	CC1CN(CCOc2ccc(F)cc2)CC(C)O1 (stereo unspecified)
 : -4, 3, 7, -3, -7, 5, 4, -4
48	COc1ccc2c3c([nH]c2c1)[C@@H](CO)N(C(=O)c1ccc(F)cc1)CC31CN(C(=O)NC(C)C)C1
 : x, 13, 2, x, 5, x, x, -5
49	C#CCOCCOCCOCCNc1nc(N2CCOCC2)nc(N2CCN(C(=O)[C@H](CCCCN)n3cc([C@@H](N)CC(C)C)nn3)CC2)n1
 : 5, 4, -17, -8, -8, -1, 2, 3
50	NC(=O)c1ccc(NC(=O)COC(=O)CCN=C2NS(=O)(=O)c3ccccc32)cc1
 : 8, 6, 4, -3, 15, -5, 0, -1
51	CC(=O)c1c(O)cc(C)n(-c2ccc(F)cc2)c1=O
 : -2, -8, 7, x, -2, x, x, x
52	C[C@H](CO)N1C[C@H](C)[C@H](CN(C)C(=O)Cc2ccncc2)Oc2cc(C#CC3CC3)ccc2S1(=O)=O
 : 0, 29, 0, 3, x, 6, 0, 21
53	Fc1ccc2c(c1)c1n[nH]c(=S)nc1n2CCc1ccccc1
 : -17, 4, x, 1, -6, 8, -2, 1
54	O=C(c1coc2ccc(O)c(CN3CCOCC3)c12)C1CC1
 : -15, x, -3, 1, x, x, 1, x
55	CCC(=O)N(Cc1cccs1)C1CCOC(C)(C)C1 (stereo unspecified)
 : x, -1, 5, -3, x, x, 0, -12
56	CCc1cc2cc(C)ccc2nc1SCC(=O)NNC(=O)c1ccco1
 : -3, 1, x, -1, 9, 4, 1, 2
57	COc1ccc(S(=O)(=O)N2CCC(C(=O)N3CCOCC3)CC2)cc1Cl
 : -6, -3, 2, -7, 20, -1, -3, -1
58	C#CCOCCOCCOCCNc1nc(N2CCN(C(=O)C([C@@H](C)O)n3cc([C@@H](N)CCCCN)nn3)CC2)nc(N2CCN(C(=O)[C@H](CCC(=O)O)n3cc([C@@H](N)CCCCN)nn3)CC2)n1 (stereo partly specified)
 : 15, 10, x, -5, 6, 3, 0, 15

Source: PubChem
